Assay outcomes as filed in PubChem BioAssay.
p97 ATPase inh: blocks human p97 ATPase activity. P55072. actives 0.42% (n = 220,000). recombinant p97 ATPase, Kinase-Glo ATP luminescence, 3 h. inhibition, % at 8 µM; in the data active = inhibition above about 15%;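 also: 0% = DMSO vehicle and 100% = wells lacking enzyme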
eIF4E 4G PPI: inhibitors of eIF4E and eIF4G interaction in translation initiation; P63073+Q04637; TR-FRET eIF4E-eIF4GI(517-606) binding, 2 h; inhibition, % at 21.7 µM; actives 0.37% (n = 220,000);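 active = inhibition above about 30%, limit read from the data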;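 also: 0% = full FRET control wells and 100% = background wells lacking eIF4GI fragment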
KLK5 inh: inhibitors of human kallikrein 5 | Q9Y337 | recombinant hK5, fluorogenic AMC substrate cleavage | inhibition, % at 5 µM | actives 0.59% (n = 210,000);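 active = inhibition of 40% or more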;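 also: 0% = enzyme controls without compound and 100% = no-enzyme blanks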
Target sequence (Q9Y337 67-293 limits assumed): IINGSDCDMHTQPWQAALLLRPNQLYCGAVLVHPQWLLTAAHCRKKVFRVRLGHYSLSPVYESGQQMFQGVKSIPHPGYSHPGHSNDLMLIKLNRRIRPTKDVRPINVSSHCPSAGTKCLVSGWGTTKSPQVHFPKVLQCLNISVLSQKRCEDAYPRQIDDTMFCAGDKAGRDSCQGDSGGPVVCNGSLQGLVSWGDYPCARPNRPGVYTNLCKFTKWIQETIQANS
Rad51 HR inh: Rad51 (human) homologous recombination inhibition; Q06609; hRad51 DNA strand exchange, fluorescence dequenching; inhibition, % at 10 µM; actives 0.085% (n = 200,000);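 active = inhibition above 40% at the single screening dose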;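 also: 0% = DMSO control wells and 100% = blanks with heterologous ssDNA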
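material = hRad51 filaments on single-stranded DNA | reagent = Donor/quencher-labelled 47-bp dsDNA substrate | compound = 10 µM final, single point | schedule = strand-exchange reaction 15 min at room temperature | measured by = fluorescein emission 520 nm, excitation 485 nm | read-out basis = % inhibition versus plate control and blank means | benchmarks = plate controls and plate blanks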
FXIa inh 1536: blocks human coagulation factor XIa protease activity | inhibition, % at 5 µM | P03951 | AID 798 | actives 0.14% (n = 220,000) | purified FXIa, Boc-Glu-Ala-Arg-AMC fluorogenic substrate;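 active = inhibition of at least 40%; inactive = inhibition below 40%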;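 also: fluorescence of freed AMC excited at 355 nm; 0% = enzyme without compound and 100% = no enzyme blank; many of its hits are not listed in these tables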
FXIIa inh 1536: inhibitors of human coagulation factor XIIa | inhibition, % at 5 µM | P00748 | purified FXIIa, Boc-QGR-AMC fluorogenic substrate, 2 h | actives 0.3% (n = 220,000); in the data active = inhibition above about 40%;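 also: 0% = enzyme with no compound and 100% = blank without enzyme; many of its hits are not listed in these tables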
Mdm2 ligase inh: blocks human Mdm2 ubiquitin ligase activity; cell-based MDM2 ubiquitination luciferase reporter, 2 h; 0 = plate control, 100 = twice control, blank-subtracted; actives 0.11% (n = 210,000); signal enhancement, % at 5 µM; AID 1230; Q00987;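 active = signal enhancement of 30% or more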;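 also: luminescence tracks abundance of the self-degrading MDM2-luciferase fusion protein; higher signal means inhibition of MDM2 E3 ligase activity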
Target sequence (Q00987 whole entry, looked up, the tested form may be a part): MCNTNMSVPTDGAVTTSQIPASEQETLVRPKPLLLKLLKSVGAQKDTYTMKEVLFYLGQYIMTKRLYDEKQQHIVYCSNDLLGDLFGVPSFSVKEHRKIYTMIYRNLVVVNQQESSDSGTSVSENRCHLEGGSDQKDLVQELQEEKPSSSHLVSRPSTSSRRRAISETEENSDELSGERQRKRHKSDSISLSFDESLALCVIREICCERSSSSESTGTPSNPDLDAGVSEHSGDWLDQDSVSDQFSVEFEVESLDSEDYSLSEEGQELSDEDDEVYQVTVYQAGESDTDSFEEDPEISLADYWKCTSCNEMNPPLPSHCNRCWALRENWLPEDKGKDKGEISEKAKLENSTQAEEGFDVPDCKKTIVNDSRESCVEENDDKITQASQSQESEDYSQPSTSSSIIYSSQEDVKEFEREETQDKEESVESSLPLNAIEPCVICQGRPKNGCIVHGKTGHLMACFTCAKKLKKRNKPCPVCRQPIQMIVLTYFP
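system = mammalian cells stably expressing self-ubiquitinating, self-degrading MDM2 E3–luciferase fusion | quantity = 2000 cells per well seeded | incubation = 4 h cell settling then 2 h compound exposure, 37 °C | signal = SteadyLite luminescence, 15 min reagent step | benchmarks = plate control and blank wells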
Wee1 stabilizer: inhibitors of human Wee1 degradation; HeLa Luc-Wee1K328M stability, luciferase luminescence; 100% = proteasome inhibitor MG132 effect; reporter increase, % at 5 µM; actives 1.2% (n = 220,000); AID 1321;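 active = activation above the mean of all tested compounds plus 3 SD, set per screening run, cut at about 8.8% in these data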;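 also: cells exposed to compound for 20 h before luminescence read; 0% = DMSO alone and 100% = MG132 at 30 µM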
14-3-3 Bad inh: disrupts binding of bovine 14-3-3 zeta to phospho-Bad peptide; P63103; TR-FRET 14-3-3zeta/Dy647-pBad peptide displacement, 1 h; inhibition, % at 21.7 µM; actives 0.71% (n = 220,000); AID 781;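 active = inhibition above about 70%, limit read from the data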;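 also: 0% = full 14-3-3 plus peptide FRET controls and 100% = background without 14-3-3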
Target sequence (P63103 whole entry, looked up): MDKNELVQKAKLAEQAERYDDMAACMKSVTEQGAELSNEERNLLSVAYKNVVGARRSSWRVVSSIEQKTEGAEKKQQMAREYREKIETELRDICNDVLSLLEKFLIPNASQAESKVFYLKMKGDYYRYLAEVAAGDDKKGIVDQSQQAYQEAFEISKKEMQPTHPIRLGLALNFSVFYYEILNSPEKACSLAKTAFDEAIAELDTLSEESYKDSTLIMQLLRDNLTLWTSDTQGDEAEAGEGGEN
Active calls of the source: *; . = not tested or not shown; & = joins results of further samples; [ ] = another dose, or the depositor's remark.

SMILES,p97 ATPase inh,eIF4E 4G PPI,KLK5 inh,Rad51 HR inh,FXIa inh 1536,FXIIa inh 1536,Mdm2 ligase inh,Wee1 stabilizer,14-3-3 Bad inh
Cc1ccc(C)c(S(=O)(=O)NCC(=O)Nc2sc3c(c2C(N)=O)CCC(C)C3)c1 (configuration not stated),1,-27,-25,5,18,13,-20,0,0[fluorescence artefact?]
COCCn1nnnc1C(C(C)C)N(Cc1cccnc1)Cc1cc2cc(OC)ccc2[nH]c1=O (configuration not stated),-5,-10,14,-3,-1,10,-1,-1,9
Cc1ccc(-c2nnc(SCC(=O)NCC3CCCO3)n2C)cc1 (configuration not stated),7,6,-6,-5,3,17,-19,3,-8[fluorescence artefact?]
COc1ccc(N2CCN(C(=O)CNS(=O)(=O)c3ccc(C)cc3)CC2)cc1,2,5,1,8,-1,7,3,3,-17
Cn1c(SCC(=O)N2CCOCC2)nc(O)cc1=O,-1,-1,-10,-4,-8,4,-3,0,9
CC1(C)OC(=O)C(=NNc2ccccc2)C(=O)O1,2,0,-4,.,-4,-2,-12,-2,0
CCn1c(=O)cc(SCC(=O)NCc2cccnc2)c2ccccc21,8,6,-8,-1,-7,11,-1,1,0
CCOCC(=O)Nc1cc(C(=O)OC)cc(C(=O)OC)c1,-7,-39,7,12,-6,1,-24,2,4
COc1ccc(N=C2SCC(=O)N2c2ccc(OC)cc2)cc1,4,-1,3,.,-3,13,-6,-5,9
FC(F)(F)c1cccc(NC(=S)N(CCCN2CCCC2)Cc2cccn2Cc2ccc(Cl)cc2)c1,-2,1,3,4,-2,15,8,0,12
Cc1ccc(-c2csc3ncnc(-n4nnc5ccccc54)c23)cc1C,3,1,-16,9,3,0,3,-1,-11[fluorescence artefact?]
CCOc1ccc(NC(=O)Nc2ccc3nccnc3c2)cc1,6,1,-4,8,2,7,-24,9.4*,-8
COC(=O)c1ccc(SCC(=O)NC2CCCC2)c([N+](=O)[O-])c1,-3,2,-15,1,5,15,-14,-1,-2[fluorescence artefact?]
Cc1ccc(Cl)cc1NC1=NC(=S)N(C(C)C)C12CCCCC2,4,0[fluorescence artefact?],-15,1,9,14,-3,-2,-9
CCc1ccc(Oc2cc(C)nc(N)n2)cc1,-3,-3,-3,-3,4,8,-1,2,-6
O=C(CNC(=O)c1ccc([N+](=O)[O-])cc1)N/N=C\c1ccc(OC(=O)c2ccccc2)cc1,2,-60,-70,4,-10,-10,-2,2,61[fluorescence artefact?]
COc1ccc(CC(NC(C)=O)C(=O)NC2CCN(c3c(Cc4ccccc4)c(C)nc4ncnn34)CC2)cc1OC (configuration not stated),2,0,-10,.,0,6,-7,0,1
CN(Cc1ccccc1)S(=O)(=O)c1cccc2cccnc12,-5,-9,-24,3,5,5,-8,1,5
Nc1ccc(N2CCOCC2)c(Cl)c1,2,-5,17,-8,3,-2,-12,2,-4
Cc1onc(-c2c(Cl)cccc2Cl)c1C(=O)NNc1ccccc1,9,1,-1,15,2,2,-10,1,-6

Shown with values under each structure: 4 of the compounds above.
Values run as follows: p97 ATPase inh | eIF4E 4G PPI | KLK5 inh | Rad51 HR inh | FXIa inh 1536 | FXIIa inh 1536 | Mdm2 ligase inh | Wee1 stabilizer | 14-3-3 Bad inh
> COC(=O)c1ccc(SCC(=O)NC2CCCC2)c([N+](=O)[O-])c1
  -3 | 2 | -15 | 1 | 5 | 15 | -14 | -1 | -2[fluorescence artefact?]
> CCn1c(=O)cc(SCC(=O)NCc2cccnc2)c2ccccc21
  8 | 6 | -8 | -1 | -7 | 11 | -1 | 1 | 0
> Cc1ccc(Cl)cc1NC1=NC(=S)N(C(C)C)C12CCCCC2
  4 | 0[fluorescence artefact?] | -15 | 1 | 9 | 14 | -3 | -2 | -9
> Nc1ccc(N2CCOCC2)c(Cl)c1
  2 | -5 | 17 | -8 | 3 | -2 | -12 | 2 | -4

(list continues)
SMILES,p97 ATPase inh,eIF4E 4G PPI,KLK5 inh,Rad51 HR inh,FXIa inh 1536,FXIIa inh 1536,Mdm2 ligase inh,Wee1 stabilizer,14-3-3 Bad inh
O=C(COc1ccccc1)Nc1nnc(-c2ccco2)o1,4,0,-13,.,-2,3,-4,-2,-8
O=C(COc1ccc(S(=O)(=O)N2CCCC2)cc1Cl)NC1CCCC1,-1,0,-10,2,-3,17,-14,0,0
CC1CCCN(CCCNC(=O)c2coc3nc4ccccc4nc23)C1 (configuration not stated),3,-1,-30,-3,-4,4,-7,-1,-2
Cn1c(=O)c2c(nc(NCCc3ccccc3)n2CC(=O)NCCc2ccccc2)n(C)c1=O,-2,-21[fluorescence artefact?],-29,-2,-17,7,-15,-3,-9
C/C=C(\C)C(=O)N[C@@H](C)CN1C2=NC[C@H](C(C)C)N2C[C@H]1Cc1ccc(OC)cc1,.,3,-1,-1,-2,5,22,.,-9
Cc1oc(-c2ccccc2)nc1CSc1nc2c(c(=O)[nH]1)CCC2,4,2[fluorescence artefact?],-9,.,3,8,.,5,-3[fluorescence artefact?]
COc1ccc2[nH]cc(CCNS(=O)(=O)c3ccccc3)c2c1,2,1,1,-2,-3,7,2,-3,-10
NC(=O)c1ccccc1NC(=S)NC(=O)CCc1ccccc1,1,2[fluorescence artefact?],-26,8,-2,4,-4,3,-4
CC[n+]1ccc(C(=O)NCc2ccccc2)cc1,2,1,-1,0,-1,4,-3,2,-11
CCCNC(=O)C1CNc2ccccc2O1 (configuration not stated),7,1[fluorescence artefact?],0,-3,3,25,-18,1,7[fluorescence artefact?]
O=C(c1ccc(S(=O)(=O)N2CCOCC2)cc1)N1CCN(c2cccc(Cl)c2)CC1,-9,-3,2,0,5,-12,13,-1,4
Cc1noc(C)c1C(=O)OCC(=O)Nc1ccccc1C(=O)NC(C)c1ccccc1 (configuration not stated),-2,0[fluorescence artefact?],-3,1,5,12,15,-2,-5
COc1ccc(C2=NCC(CSc3nnc(-c4ccc5c(c4)OCO5)o3)S2)cc1 (configuration not stated),3,-7,37,6,13,28,-14,3,4
O=C(NNC(=S)NCCCN1CCOCC1)c1ccncc1,2,0,-8,13,-6,4,-10,0,-10
CCCCN(C(=O)/C=C/c1ccco1)c1c(N)n(Cc2ccccc2)c(=O)[nH]c1=O,4,5,-9,16,-4,2,-3,-3,-5
CCC(COC(C)=O)Nc1nc2c([nH]1)c(=O)n(C)c(=O)n2C (configuration not stated),5,4,-4,-4,-3,2,-7,2,-8
O=C(O)/C(=C\c1ccccc1Cl)c1ccc(S(=O)(=O)N2CCCCC2)s1,2,10,-7,5,5,15,-12,2,6[fluorescence artefact?]
COC(=O)c1sc2nc[nH]c(=O)c2c1C,0,-2,-18,.,22,26,-33,-3,2
Cc1ccc(C)c(C(=O)N(C)CC(=O)Nc2ccccc2C(F)(F)F)c1,-4,1,-7,-8,-3,10,-15,5,16
O=C(/C=C1\SC(=O)N(CC(=O)Nc2ccc(Cl)cc2)C1=O)Nc1ccc(F)cc1,3,6[fluorescence artefact?],-11,-1,5,4,19,-1,12
CCCc1nc(NCc2ccc3c(c2)OCO3)c2nnn(Cc3ccccc3Cl)c2n1,-3,-3,-10,1,7,17,7,-3,1[fluorescence artefact?]
N#Cc1nc(COc2ccccc2F)oc1N1CCCCCC1,-9,-4,4,9,2,6,19,2,-3
COc1cc(/C=C2\SC(c3ccc(C)cc3)=NC2=O)ccc1O,5,-10[fluorescence artefact?],5,-152,6,17,-5,1,40[fluorescence artefact?]
O=C(CCc1nnc(CCCCc2ccccc2)o1)NC1CCCC1,0,-4,-2,1,-4,7,-4,-2,-4
CCN(CC)c1ccc(/C=C(\C#N)C(N)=S)cc1,3,2,4,.,5,7,-17,1,-7
CCOc1ccc(NC(=O)CSCc2cnn(-c3ccccc3)c2-n2cccc2)cc1,-4,5,-18,0,-1,-2,-15,2,-21
CCO[C@@H]1OC(C(=O)NCc2nc3ccccc3[nH]2)=C[C@H](c2ccccc2)[C@H]1CCCO,8,-1,0,0,-1,3,.,-2,-1
COc1cc(C2C(C(=O)c3ccc(C)o3)=C(O)C(=O)N2Cc2cccnc2)ccc1O (configuration not stated),-2,3&0,-11,5&1,0,8,12,1,5&1
CC(=O)NCc1ccc(S(=O)(=O)N/N=C/c2ccc(Br)cc2)cc1,1,0,-28,.,-3,-2,.,1,-9
O=C(Nc1cccc(C(F)(F)F)c1)c1cc2c(=O)c3ccccc3oc2nc1C(F)(F)F,-7,1,-6,1,1,2,-11,-1,16
COC(=O)C(C(=O)OC)c1ncccc1[N+](=O)[O-],-1,6,0,16,1,9,-10,4,85*
CCOC(=O)CSc1nnnn1-c1cc(OC)c(Cl)cc1OC,-3,6,7,-15,-11,-2,-14,3,4
O=C1N=C2SCCN2/C1=C\c1c(Cl)cccc1Cl,0,4[fluorescence artefact?],-1,4,-5,13,-4,-6,1
O=C(CSc1nnc(Cn2c(=O)sc3ccccc32)n1-c1ccccc1)N1CCOCC1,4,-3[fluorescence artefact?],0,-11,-4,-1,6,-1,16[fluorescence artefact?]
CN(C)C(=O)c1cc2cc([N+](=O)[O-])ccc2s1,5,7,-21,4,9,10,-10,0,15
CON/C=C(\C=Nc1ccc(Cl)cc1Cl)c1ncc(C(F)(F)F)cc1Cl,6,-3,-22,8,-6,7,3,-1,-6

Grouped by structure, those above containing an aryl thioether with sulfur outside any ring
SMILES,p97 ATPase inh,eIF4E 4G PPI,KLK5 inh,Rad51 HR inh,FXIa inh 1536,FXIIa inh 1536,Mdm2 ligase inh,Wee1 stabilizer,14-3-3 Bad inh
Cc1ccc(-c2nnc(SCC(=O)NCC3CCCO3)n2C)cc1 (configuration not stated),7,6,-6,-5,3,17,-19,3,-8[fluorescence artefact?]
Cn1c(SCC(=O)N2CCOCC2)nc(O)cc1=O,-1,-1,-10,-4,-8,4,-3,0,9
CCn1c(=O)cc(SCC(=O)NCc2cccnc2)c2ccccc21,8,6,-8,-1,-7,11,-1,1,0
COC(=O)c1ccc(SCC(=O)NC2CCCC2)c([N+](=O)[O-])c1,-3,2,-15,1,5,15,-14,-1,-2[fluorescence artefact?]
Cc1oc(-c2ccccc2)nc1CSc1nc2c(c(=O)[nH]1)CCC2,4,2[fluorescence artefact?],-9,.,3,8,.,5,-3[fluorescence artefact?]
COc1ccc(C2=NCC(CSc3nnc(-c4ccc5c(c4)OCO5)o3)S2)cc1 (configuration not stated),3,-7,37,6,13,28,-14,3,4
CCOC(=O)CSc1nnnn1-c1cc(OC)c(Cl)cc1OC,-3,6,7,-15,-11,-2,-14,3,4
O=C(CSc1nnc(Cn2c(=O)sc3ccccc32)n1-c1ccccc1)N1CCOCC1,4,-3[fluorescence artefact?],0,-11,-4,-1,6,-1,16[fluorescence artefact?]
